Assay outcomes: PubChem BioAssay, National Center for Advancing Translational Sciences (NCATS)
CCT chaperon mod = changes cytosolic chaperonin activity | purified chaperonin ATPase assay, HTRF ADP detection, 30 min | activity change, % (concentration not given with the values), hits read low | 360,000 compounds, 0.3% hits; in the data active = activity change below about -30%; also: % is scaled to controls: 0 for no effect and ±100 for the full control effect
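TRiC at 40 or 20 nM final (batch-dependent) in 30 mM Tris pH 7.4, 100 mM KCl, 5 mM MgCl2, 1 mM DTT, with compound at single 76 uM and 10 uM ATP, 30 min at 37 deg C. ADP detected by HTRF Transcreener, 665/615 ratio.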
Nrf2 inh = blocks Nrf2 signaling; A549 ARE-Fluc reporter, luciferase luminescence, 18-24 h; Potency, µM (titrated, usually from 46 µM), inactives show top-dose activity change, negative = inhibition, usual class: inhibitors; 360,000 compounds, 2.1% hits; AID 504444; also: potency is read from the fitted curve at half-maximal effect; % is scaled to controls: 0 for no effect and ±100 for the full control effect; nearly all actives have a fitted effect of over 60% in size
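Nrf2 activity is the BugLite luminescence, read 15 min after reagent at room temperature, following CellTiter-Fluor cytotoxicity readout (30 min, 37C). Compound titrations were applied for 18-24 h to 5000 A549 ARE_Fluc cells/well in 5% FBS OPTI-MEM.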
EPAC2 ag = activates human EPAC2 exchange factor. Potency, µM (series often up to 154 µM), for inactives: top-dose activation, usual class: activators. AID 720711. 360,000 compounds, 0.079% hits. Q8WZA2. EPAC2 activation, biochemical qHTS; response scale: 100% = 6.5 mM cAMP response; also: potency is read from the fitted curve at half-maximal effect; nearly all actives have a fitted effect of over 50% in size
Target sequence (Q8WZA2 whole entry, looked up): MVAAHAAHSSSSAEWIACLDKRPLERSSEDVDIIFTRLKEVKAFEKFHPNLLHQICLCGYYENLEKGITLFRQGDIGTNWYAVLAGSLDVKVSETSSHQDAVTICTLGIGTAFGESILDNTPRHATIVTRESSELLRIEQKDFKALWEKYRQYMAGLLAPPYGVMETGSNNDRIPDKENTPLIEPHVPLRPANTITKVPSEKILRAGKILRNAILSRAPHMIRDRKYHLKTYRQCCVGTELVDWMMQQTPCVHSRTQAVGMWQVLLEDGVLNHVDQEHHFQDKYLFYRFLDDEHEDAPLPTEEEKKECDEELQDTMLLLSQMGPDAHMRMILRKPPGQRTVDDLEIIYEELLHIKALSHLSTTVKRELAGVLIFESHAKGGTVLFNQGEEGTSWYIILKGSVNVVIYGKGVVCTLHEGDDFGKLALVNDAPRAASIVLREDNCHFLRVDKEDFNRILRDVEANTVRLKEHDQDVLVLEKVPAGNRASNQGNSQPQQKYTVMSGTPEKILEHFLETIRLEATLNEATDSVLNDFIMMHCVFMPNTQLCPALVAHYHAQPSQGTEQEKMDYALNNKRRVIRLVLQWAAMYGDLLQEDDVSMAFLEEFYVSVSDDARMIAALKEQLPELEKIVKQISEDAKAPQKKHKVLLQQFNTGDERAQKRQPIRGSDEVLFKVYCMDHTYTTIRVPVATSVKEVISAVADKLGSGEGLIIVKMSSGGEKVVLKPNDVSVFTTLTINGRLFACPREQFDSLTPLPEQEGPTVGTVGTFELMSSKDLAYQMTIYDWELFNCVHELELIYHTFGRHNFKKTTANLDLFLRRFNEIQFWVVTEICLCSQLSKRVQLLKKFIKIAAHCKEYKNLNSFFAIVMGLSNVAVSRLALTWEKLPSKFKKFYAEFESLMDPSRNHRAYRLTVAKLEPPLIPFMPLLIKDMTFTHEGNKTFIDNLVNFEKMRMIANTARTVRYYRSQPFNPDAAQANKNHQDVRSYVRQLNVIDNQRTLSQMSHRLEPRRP
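EPAC2 (100 nM) mixed with Rap1B loaded with BODIPY-GDP (250 nM) plus 50 uM unlabeled GDP; compounds pinned in, 5 min RT, then read every 5 min for 30 min (ex 480, em 540 nm). Normalized to cAMP control.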
A549 viability = kills or reduces viability of A549 cells in Nrf2 counter-screen; 390,000 compounds, 0.16% hits; A549 ARE-Fluc cells, CellTiter-Fluor viability, 18-24 h; Potency, µM (titrated, usually from 46 µM), for inactives: at the highest dose activity change, negative = cytotoxicity, usual class: inhibitors; AID 504648; also: potency is read from the fitted curve at half-maximal effect; % is scaled to controls: 0 for no effect and ±100 for the full control effect
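A549 ARE_Fluc cells in 5% FBS OPTI-MEM were exposed to compounds in concentration-response for 18-24 h at 37 deg C. Viability was read by CellTiter-Fluor fluorescence (Ex 405/Em 525) after 30 min, before the luciferase read.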
EPAC2 antagonist = EPAC2 (human) antagonism; EPAC2 GEF exchange of Rap1B-BODIPY-GDP, fluorescence; Q8WZA2; Potency, µM (series often up to 114 µM), for inactives: top-dose activity, negative = inhibition, most hits filed as inhibitors; 360,000 compounds, 0.18% hits; AID 720708; also: potency is read from the fitted curve at half-maximal effect; % is scaled to controls: 0 for no effect and ±100 for the full control effect; nearly all actives have a fitted effect of over 45% in size; many of its hits are not listed in these tables
Mm-Cpn inhibitor = inhibitors of Methanococcus maripaludis chaperonin (MmCpn). purified Mm-Cpn ATPase, ADP Transcreener TR-FRET. Potency, µM (doses to about 76.9 µM), for inactives: top-dose activity, negative = inhibition, most hits filed as inhibitors. 330,000 compounds, 0.031% hits; also: potency is read from the fitted curve at half-maximal effect; % is scaled to controls: 0 for no effect and ±100 for the full control effect; nearly all actives have a fitted effect of over 80% in size
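Measured: ADP formation by purified Mm-CPN. Conditions: 25 nM protein, 10 uM ATP, Tris pH 7.4 with Mg2+, K+ and DTT, 37°C for 30 min. Detection: Transcreener HTRF after 30 min at room temperature.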
Nrf2 ARE act = Nrf2 pathway activation; 410,000 compounds, 0.31% hits; AREc32 ARE-luciferase reporter (MCF7-derived line), luminescence, 24 h; Potency, µM (highest dose often 46.1 µM), without a hit: at the highest dose activation, usual class: activators; also: potency is read from the fitted curve at half-maximal effect; % of control where 0% means no effect; nearly all actives have a fitted effect of over 65% in size
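Each well held 1000 AREc32 cells, which were incubated with compound for 24 hr at 37 deg C after overnight attachment, and ARE reporter activity was quantified by firefly luciferase luminescence.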
Akt phos inh = Akt phosphorylation inhibition. activity change, % for hits at 50 µM. Neuro2A IGF-stimulated pAkt S473 HTRF, 20 min; active compounds read low. 360,000 compounds, 0.32% hits. AID 651550; in the data active = activity change below about -80%; inconclusive = mostly about -51% to -80%; also: % is scaled to controls: 0 for no effect and ±100 for the full control effect
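Neuro2A cells in DMEM with 0.5% FBS, overnight at 37 deg C, given compound at single 50 µM final, then IGF (6 nM final) for 20 min at 37 deg C. Lysed; phospho-Akt Ser473 by HTRF after 24 h, 665/615 ratio.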
TGFb inhibitor = TGF-b pathway inhibition; HepG2 CAGA-GFP TGF-b/SMAD3 reporter, GFP fluorescence, 18 h; TGF-beta stimulated, 500 pg/mL final; Potency, µM (highest dose often 46.1 µM), for inactives: at the top dose activity, negative = inhibition, actives largely listed as inhibitors; 410,000 compounds, 1.2% hits; also: potency is read from the fitted curve at half-maximal effect; % is scaled to controls: 0 for no effect and ±100 for the full control effect; nearly all actives have a fitted effect of over 65% in size
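Inhibition was scored as loss of TGF-beta-induced (500 pg/mL final, 18 hours, 37 degrees C) GFP in HEPG2 cells carrying a CAGA-GFP reporter, in DMEM with 1% FBS. Well GFP was summed per cell; Activity was normalised to unstimulated and stimulated DMSO wells, then concentration-response fitting.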
* marks the source's active call; other numbers are inactive results; [ ] = dose if it differs, or a comment. Unless noted, calls follow the shape of the dose curve; as a rule, active = well fitted curve in the direction sought with a large enough effect; inconclusive = small, poorly fitted or top-dose-only effect, or another doubt; inactive = no such curve, though single readings can be large; an effect the other way counts as inactive or inconclusive. Some of the compounds tested. The share of hits here may be higher or lower than overall.

What do the screens show for `CCOC(=O)Cc1cc(=O)[nH]n(-c2ccccc2)c1=O`?
CCT chaperon mod: -2.0; Nrf2 inh: 25.2%; EPAC2 ag: 19.4%; A549 viability: 12.3%; EPAC2 antagonist: 15.2%; Nrf2 ARE act: -0.2%; Akt phos inh: inactive; TGFb inhibitor: 10.3%

Results for O=C(c1ccccc1)N1N=C(c2ccccc2)CC1c1ccc2nccnc2c1 (stereo not drawn) ?
CCT chaperon mod: -2.0; Nrf2 inh: -3.3%; EPAC2 ag: 6.5%; A549 viability: -4.5%; EPAC2 antagonist: -3.4%; Mm-Cpn inhibitor: -20.6%; Nrf2 ARE act: 0.7%; Akt phos inh: inactive; TGFb inhibitor: inconclusive

How did CCOC(=O)CNC(=O)CSc1nnc(-c2cccc(C)c2)n1-c1ccc(OC)cc1 do in these assays?
CCT chaperon mod: -4.7; Nrf2 inh: 9.1%; EPAC2 ag: 0.7%; A549 viability: -1.5%; EPAC2 antagonist: 4.3%; Mm-Cpn inhibitor: 0.7%; Nrf2 ARE act: 0.3%; Akt phos inh: inactive; TGFb inhibitor: -5.7%

What do the screens show for `O=S(=O)(Nc1ccc(C(O)(C(F)(F)F)C(F)(F)F)cc1)c1cccc2cccnc12`?
CCT chaperon mod: 1.9; EPAC2 ag: -6.4%; EPAC2 antagonist: -16.1%; Nrf2 ARE act: 0.0%; Akt phos inh: inactive; TGFb inhibitor: 17.8µM*

What do the screens show for `CCCCC(=O)NC(NC(=O)CCCC)c1ccc(OCC(C)C)c(OC)c1`?
CCT chaperon mod: -0.1; Nrf2 inh: 2.2%; EPAC2 ag: -0.1%; A549 viability: -4.6%; EPAC2 antagonist: -11.4%; Mm-Cpn inhibitor: -1.4%; Nrf2 ARE act: -0.5%; Akt phos inh: inactive; TGFb inhibitor: 2.3%

Results for Fc1ccc(Nc2ncnc3ccccc23)cc1 ?
CCT chaperon mod: 1.1; Nrf2 inh: -4.1%; EPAC2 ag: 8.6%; A549 viability: 2.4%; EPAC2 antagonist: 7.5%; Mm-Cpn inhibitor: 0.3%; Nrf2 ARE act: 2.8%; Akt phos inh: inactive; TGFb inhibitor: -24.4%

Results for Cc1ccc(N/C=C(\C#N)S(=O)(=O)c2ccccc2)cc1 ?
CCT chaperon mod: 0.4; Nrf2 inh: inconclusive; EPAC2 ag: 10.2%; A549 viability: -2.4%; EPAC2 antagonist: 1.0%; Mm-Cpn inhibitor: 1.4%; Nrf2 ARE act: 1.4%; Akt phos inh: inactive; TGFb inhibitor: -4.0%

How did O=C(NCCN1CCC(Cc2ccccc2)CC1)C1CCN(S(=O)(=O)N2CCC3(CC2)OCCO3)CC1 do in these assays?
CCT chaperon mod: -3.0; Nrf2 inh: -7.0%; EPAC2 ag: 4.3%; A549 viability: 2.3%; EPAC2 antagonist: 8.3%; Mm-Cpn inhibitor: -0.7%; Nrf2 ARE act: -0.4%; Akt phos inh: inactive; TGFb inhibitor: -10.4%

How did O=S(Cc1ccc(Br)cc1)Cc1nnc(SCc2c(Cl)cccc2Cl)n1-c1ccccc1 (stereo not drawn) do in these assays?
CCT chaperon mod: 2.3; Nrf2 inh: inconclusive; EPAC2 ag: -1.0%; A549 viability: 15.6%; EPAC2 antagonist: 8.3%; Mm-Cpn inhibitor: -0.6%; Nrf2 ARE act: 2.3%; Akt phos inh: inactive; TGFb inhibitor: inconclusive

Results for COc1cc(N)ccc1C(=O)O ?
CCT chaperon mod: 0.8; Nrf2 inh: 6.6%; EPAC2 ag: 2.8%; A549 viability: -8.1%; EPAC2 antagonist: -3.1%; Nrf2 ARE act: 0.3%; Akt phos inh: inactive; TGFb inhibitor: 8.9%

How did COc1ccc(NC(=O)Nc2nnc(CC(=O)Nc3ccccc3)s2)cc1 do in these assays?
CCT chaperon mod: -1.6; Nrf2 inh: 3.9%; EPAC2 ag: 11.5%; A549 viability: -0.3%; EPAC2 antagonist: 6.8%; Mm-Cpn inhibitor: -0.1%; Nrf2 ARE act: -0.2%; Akt phos inh: inactive; TGFb inhibitor: -14.7%

How did C=CCOc1ccc2nc(NC(=O)OC)[nH]c2c1 do in these assays?
CCT chaperon mod: -2.6; Nrf2 inh: 22.2%; EPAC2 ag: -3.5%; A549 viability: -16.3%; EPAC2 antagonist: 7.3%; Mm-Cpn inhibitor: -1.0%; Nrf2 ARE act: -0.6%; Akt phos inh: inactive; TGFb inhibitor: -0.9%

Results for O=C(O)Cn1cc2c(n1)CCCCC2 ?
CCT chaperon mod: -2.5; Nrf2 inh: -3.9%; EPAC2 ag: 5.0%; A549 viability: 0.2%; EPAC2 antagonist: 4.3%; Mm-Cpn inhibitor: 0.9%; Nrf2 ARE act: 5.8%; Akt phos inh: inactive; TGFb inhibitor: -1.8%

Results for O=C(COC(=O)c1ccc(Br)o1)NCc1cccs1 ?
CCT chaperon mod: -0.4; Nrf2 inh: 5.2%; EPAC2 ag: -0.2%; A549 viability: -5.5%; EPAC2 antagonist: 6.3%[57.1 µM]; Mm-Cpn inhibitor: -1.5%; Nrf2 ARE act: 0.0%; Akt phos inh: inactive; TGFb inhibitor: -2.1%

How did COc1ccc(C(=O)n2nc(C)c(Br)c2C)cc1OC do in these assays?
CCT chaperon mod: 0.1; Nrf2 inh: 4.8%; EPAC2 ag: 4.5%; A549 viability: 3.1%; EPAC2 antagonist: -0.5%; Mm-Cpn inhibitor: 1.3%; Nrf2 ARE act: 0.0%; Akt phos inh: inactive; TGFb inhibitor: 0.0%

Results for Cc1ccccc1CSCC(=O)Nc1ccccc1Br ?
CCT chaperon mod: -0.1; Nrf2 inh: 29.2%; EPAC2 ag: 12.8%; A549 viability: 8.3%; EPAC2 antagonist: -19.2%; Mm-Cpn inhibitor: 0.1%; Nrf2 ARE act: -0.4%; Akt phos inh: inactive; TGFb inhibitor: 12.4%

How did COc1ccc(C)cc1S(=O)(=O)N(C)CC(=O)NC1CCCC1 do in these assays?
CCT chaperon mod: -2.5; Nrf2 inh: -2.2%; EPAC2 ag: -0.4%; A549 viability: 10.2%; EPAC2 antagonist: -3.2%; Mm-Cpn inhibitor: -1.2%; Nrf2 ARE act: -0.1%; Akt phos inh: inactive; TGFb inhibitor: -0.7%

What do the screens show for `Cc1ccc(NC(=O)CSc2nc(=O)n(CCCN3CCOCC3)c3c2CCCC3)cc1`?
CCT chaperon mod: -1.2; Nrf2 inh: -12.2%; EPAC2 ag: -2.4%; A549 viability: 3.6%; EPAC2 antagonist: 13.1%; Mm-Cpn inhibitor: 0.5%; Nrf2 ARE act: 0.2%; Akt phos inh: inactive; TGFb inhibitor: -11.2%

Results for CCCCc1cc(=O)oc2cc(C)cc(OCC(=O)NCc3ccccn3)c12 ?
CCT chaperon mod: -0.7; Nrf2 inh: 2.1%; EPAC2 ag: 8.6%; A549 viability: 0.4%; EPAC2 antagonist: -15.7%; Mm-Cpn inhibitor: -4.3%; Nrf2 ARE act: 3.0%; Akt phos inh: inactive; TGFb inhibitor: 0.5%

How did CCCc1ccc(OC(=O)c2cccs2)cc1 do in these assays?
CCT chaperon mod: -3.9; Nrf2 inh: 4.6%; EPAC2 ag: 3.2%; A549 viability: -1.8%; EPAC2 antagonist: -3.5%; Mm-Cpn inhibitor: -1.3%; Nrf2 ARE act: 0.1%; Akt phos inh: inactive; TGFb inhibitor: 6.0%

How did O=C(NCc1cccnc1)c1cc(C2CCCCN2S(=O)(=O)Cc2ccccc2)on1 (stereo not drawn) do in these assays?
CCT chaperon mod: 1.4; EPAC2 ag: 5.8%; EPAC2 antagonist: -0.4%; Nrf2 ARE act: 0.4%; Akt phos inh: inactive; TGFb inhibitor: 0.5%

What do the screens show for `CCOc1ccc(S(=O)(=O)N2CCC(C(=O)NCC3CCCO3)CC2)cc1C` (stereo not drawn)?
CCT chaperon mod: 1.0; Nrf2 inh: 26.5%; EPAC2 ag: -0.4%; A549 viability: 1.8%; EPAC2 antagonist: 12.8%; Mm-Cpn inhibitor: 0.4%; Nrf2 ARE act: 0.5%; Akt phos inh: inactive; TGFb inhibitor: -3.4%

How did CCn1ccnc1CN(C)Cc1nc(-c2ccccc2)no1 do in these assays?
CCT chaperon mod: -1.0; Nrf2 inh: inconclusive; EPAC2 ag: 3.0%; A549 viability: -0.4%; EPAC2 antagonist: 4.3%; Mm-Cpn inhibitor: -1.2%; Nrf2 ARE act: 0.1%; Akt phos inh: inactive; TGFb inhibitor: 11.1%

Results for CCOC(=O)CCC(=O)Nc1cc(S(=O)(=O)N2CCOCC2)ccc1N1CCCCC1 ?
CCT chaperon mod: 0.5; Nrf2 inh: 0.1%; EPAC2 ag: 4.4%; A549 viability: -0.8%; EPAC2 antagonist: 8.3%; Mm-Cpn inhibitor: -7.1%; Nrf2 ARE act: -1.1%; Akt phos inh: inactive; TGFb inhibitor: 0.5%

What do the screens show for `CCN(CCO)Cc1csc2ccc(C(C)(C)C)cc12`?
CCT chaperon mod: -0.1; Nrf2 inh: -7.1%; EPAC2 ag: -2.1%; A549 viability: 1.3%; EPAC2 antagonist: 2.9%; Mm-Cpn inhibitor: -0.6%; Nrf2 ARE act: -0.2%; Akt phos inh: inactive; TGFb inhibitor: 1.4%
